Bioassay records (PubChem)
PAFAH1B2 inh = PAFAH1B2 enzyme inhibitors, primary screen, biochemical, fluorescence polarization, human; 340,000 tested, 1.2% active; inhibition, % at 3.39 µM; Platelet-activating factor acetylhydrolase IB subunit alpha2 (Homo sapiens), P68402; recombinant PAFAH1B2, FP-rhodamine activity probe; AID 492953, 2010;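 active means inhibition above the mean of all tested compounds plus 3 SD, cut at about 24% in these data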;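 further: 0% = enzyme with DMSO and 100% = wells lacking PAFAH1B2; many of its hits are not listed in these tables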
Target sequence (P68402 whole entry, looked up): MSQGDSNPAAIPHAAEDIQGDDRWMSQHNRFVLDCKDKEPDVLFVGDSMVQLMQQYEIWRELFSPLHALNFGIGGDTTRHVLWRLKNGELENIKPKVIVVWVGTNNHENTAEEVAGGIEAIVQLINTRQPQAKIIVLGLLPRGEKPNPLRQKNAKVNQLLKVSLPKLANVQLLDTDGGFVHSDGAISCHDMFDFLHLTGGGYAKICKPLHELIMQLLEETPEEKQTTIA
PAFAH2 FP inh = PAFAH2 enzyme inhibitors, primary screen, biochemical, fluorescence polarization, human; recombinant PAFAH2, FP-rhodamine activity probe; inhibition, % at 3.39 µM; 340,000 tested, 0.99% active; AID 492956, 2010;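 active means inhibition above the mean over all tested compounds plus 3 SD, cut at about 30% in these data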;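 further: inhibitors block probe labeling of enzyme so polarization drops; 0% = enzyme with DMSO and 100% = wells lacking PAFAH2 protein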
PAFAH1B3 FP inh = PAFAH1B3 enzyme inhibitors, primary screen, biochemical, fluorescence polarization, human. 340,000 tested, 0.28% active. inhibition, % at 3.39 µM. Platelet-activating factor acetylhydrolase IB subunit alpha1 (Homo sapiens), Q15102. recombinant PAFAH1B3, FP-rhodamine probe. AID 492972, 2010;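 active means inhibition above the screen-wide average of all tested compounds plus 3 SD, cut at about 25% in these data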;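 further: 0% = enzyme with DMSO only and 100% = wells lacking PAFAH1B3 protein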
Target sequence (Q15102 whole entry, looked up): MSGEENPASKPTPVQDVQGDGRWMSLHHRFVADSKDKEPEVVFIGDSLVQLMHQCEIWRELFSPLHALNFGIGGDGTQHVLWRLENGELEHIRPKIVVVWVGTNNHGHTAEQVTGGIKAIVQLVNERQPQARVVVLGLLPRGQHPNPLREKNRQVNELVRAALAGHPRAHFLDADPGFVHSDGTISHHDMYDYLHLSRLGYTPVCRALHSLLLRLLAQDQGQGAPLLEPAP
* marks the source's active call; other numbers are inactive results. A portion of the library (hit frequency here may not be typical).

#1 Cc1ccc(-n2ncc3c(SCc4cccnc4)ncnc32)c(C)c1
#2 COc1ccccc1NC(=S)N1CCN(c2ccccc2F)CC1
#3 CCN1/C(=C2/SC(=S)N(NC(C)=O)C2=O)Sc2ccccc21
#4 COC(=O)[C@H](NCc1ccc(OC)c(B(O)O)c1)C(C)C
#5 CN1c2ccccc2-c2ccccc2S1(=O)=O
#6 N#CCc1ccc(NC(=O)/C=C/c2ccc([N+](=O)[O-])o2)cc1
#7 CCN(CC)S(=O)(=O)c1cc(C(=O)Nc2cc(S(=O)(=O)N3CCOCC3)ccc2N2CCCC2)ccc1F
#8 O=C(O)c1ccc(NC2=Nc3cccc4cccc2c34)cc1
Compound	1	2	3	4	5	6	7	8
PAFAH2 FP inh	4	-1	-6	6	-6	3	5	4
PAFAH1B2 inh	-2	4	1	6	2	1	-2	3
PAFAH1B3 FP inh	6	16	4	10	-7	8	4	4

#9 CCCCc1ccc(NS(=O)(=O)c2cccc(C(=O)N3CCNC(=O)C3)c2)cc1
#10 CC(C)c1ccc(C(C(C(=O)c2ccccc2)N2CCOCC2)N2CCOCC2)cc1 (stereo not drawn)
#11 COc1cc(C(C)=O)ccc1OCC(O)Cn1nc(C)c(Br)c1C (stereo not drawn)
#12 CCN(CCN1CCCC1)C(=O)c1cc(COc2ccccc2SC)on1
#13 CN(C(=O)c1ccc(NC(=O)Cc2cccc(NC(=O)C3CCN(C(=O)C4CCC4)CC3)c2)cc1)C1CC1
#14 NC(=O)Cn1cnc2c(nnn2-c2cccc(Cl)c2)c1=O
#15 OCC1OC(n2cnc3c(=S)nc[nH]c32)CC1O (stereo not drawn)
#16 Cc1noc(C)c1NC(=O)N(C)C[C@H]1Oc2c(cccc2N(C)C)C(=O)N([C@H](C)CO)C[C@@H]1C
Compound	9	10	11	12	13	14	15	16
PAFAH2 FP inh	5	1	-4	5	-1	-1	-1	-8
PAFAH1B2 inh	1	8	3	6	4	0	3	-1
PAFAH1B3 FP inh	-1	2	5	10	8	2	3	8

#17 COc1ccc(-c2cc(=O)c3c(OC)c(OC)c(OC)c(OC)c3o2)cc1
#18 CC1(c2ccccc2)NC(=O)N(CC(=O)NCCN2C(=O)S/C(=C\c3cccnc3)C2=O)C1=O (stereo not drawn)
#19 COCCN(C(=O)c1cc(CN2C(=O)c3ccccc3C2=O)ccc1OC)c1c(N)n(CC(C)C)c(=O)[nH]c1=O
#20 COc1ccc(C(CNC(=O)CNC(=O)c2cc(OC)c(OC)c(OC)c2)N2CCOCC2)cc1 (stereo not drawn)
#21 c1ccc(N=Nc2cn[nH]c2-c2ccco2)cc1
#22 CCOC1=CC(=O)OC(c2ccccc2)C1 (stereo not drawn)
#23 O=C(NCCCN1CCCC1=O)C1CCN(S(=O)(=O)N2CCOCC2)CC1
#24 COc1ccc(/C(O)=C2/C(=O)C(=O)N(c3ccccn3)C2c2ccc(OC)cc2)cc1 (stereo not drawn)
Compound	17	18	19	20	21	22	23	24
PAFAH2 FP inh	-1	-7	0	3	11	1	-11	3
PAFAH1B2 inh	-8	1	2	2	2	4	4	2
PAFAH1B3 FP inh	8	6	3	2	-2	7	2	11

#25 C/C(=N\NC(=O)c1ccco1)c1ccc(NC(=O)C(F)(F)F)cc1
#26 O=C1C=CC(=O)N1Cc1cccnc1
#27 COc1ccc(CN(C)C(=O)CSc2nnc(C3CC3)n2C2CC2)cc1
#28 COc1ccc(CCNS(=O)(=O)c2cc3c4c(c2)CCN4C(=O)CC3)cc1OC
#29 CC(NC(=O)CN1C(=O)NC2(CCCCC2)C1=O)c1ccc(S(N)(=O)=O)cc1 (stereo not drawn)
#30 CCOC(=O)c1ccccc1NC(=O)Cn1cnc2c(cnn2-c2ccc(F)cc2)c1=O
#31 Cc1c(C)c2c(OCC(=O)N[C@@H](CC(C)C)C(=O)O)cc3c(c2oc1=O)CCC(C)(C)O3
#32 CCCCC(=O)N/N=C(C)/C=C/c1ccccc1F
Compound	25	26	27	28	29	30	31	32
PAFAH2 FP inh	3	1	-3	4	3	-1	75*	3
PAFAH1B2 inh	0	1	-5	5	5	2	44*	9
PAFAH1B3 FP inh	-8	9	-2	10	14	5	-3	8

#33 CCOC(=O)c1cc2c(=O)n3ccccc3nc2n(Cc2ccc(Cl)cc2)c1=N
#34 CCOc1ccc(C(=O)Nc2ccc(CN3CCOCC3)cc2)cc1Cl
#35 CC(C)CN(C(=O)COC(=O)c1cc(=O)[nH]c2ccccc12)c1c(N)n(Cc2ccccc2)c(=O)[nH]c1=O
#36 Cc1ccc(C(=O)C2CCN(S(=O)(=O)c3ccccc3C(=O)O)CC2)cc1
#37 COc1ccc(CN2C(=O)c3ccccc3C2C(=O)NC2CCCCCC2)c(OC)c1 (stereo not drawn)
#38 CCN(CC)CCCNC(=O)c1cc2c(=O)[nH]c3ccc(C)cc3c2s1
#39 CC(=O)Nc1ccc(NC(=O)C(C)N(C)CC(=O)Nc2ccccc2Br)cc1 (stereo not drawn)
#40 O=C(CCc1ccc(O)c(O)c1)N/N=C/c1cc2c(cc1[N+](=O)[O-])OCO2
Compound	33	34	35	36	37	38	39	40
PAFAH2 FP inh	4	4	-2	0	-2	3	5	21
PAFAH1B2 inh	5	1	0	4	14	3	8	6
PAFAH1B3 FP inh	0	5	4	0	4	1	-4	9

#41 Cc1ccc(Nc2nc(-c3sc(N)nc3C)cs2)cc1
#42 COc1ccc(C(=O)NCC(=O)N2CCC(Cc3ccccc3)CC2)cc1OC
#43 O=C(Nc1cccc(O)c1)c1cccc(S(=O)(=O)N2CCCCCC2)c1
#44 CC1=C(C#N)c2nc(N)c(C#N)c(C)c2/C1=C\c1ccc(-c2ccccc2C(=O)O)o1
#45 COC(=O)CSc1nnc(CNC(=O)c2cccs2)n1-c1cccc(C)c1
#46 NC(=O)CSc1nc2c(sc(=S)n2-c2ccccc2)c(=O)[nH]1
#47 O=C(Nc1ccc2oc(-c3ccccc3F)nc2c1)c1ccc([N+](=O)[O-])o1
#48 COc1cc2c(cc1OC)CN(C1CCC(C(C)(C)C)CC1)CC2 (stereo not drawn)
Compound	41	42	43	44	45	46	47	48
PAFAH2 FP inh	5	4	3	32*	-7	-8	11	6
PAFAH1B2 inh	2	6	7	14	8	9	0	1
PAFAH1B3 FP inh	13	3	8	22	-6	7	-13	5

#49 Cc1nnc(NC(=O)CS(=O)(=O)Cc2ccccc2)s1
#50 O=C(N/N=C/c1ccc(F)cc1)c1ccc(-n2cnnn2)cc1
#51 CC(C)(C)OC(=O)N(Cc1ccccc1)Cc1ccccc1OCc1cccc(NC(=O)c2ccccc2)c1
#52 CC1CCCN(C(=O)CN2C(=O)NC3(CCCCC3C)C2=O)C1 (stereo not drawn)
#53 O=C(CCCc1ccncc1)c1ccccc1
#54 CC(=O)COc1c(-c2ccco2)oc2ccccc2c1=O
#55 COc1cc(CCNC2=CC(=O)c3ncccc3C2=O)ccc1O
#56 CCc1ccc(CNCCNC(=O)c2ccco2)cc1
Compound	49	50	51	52	53	54	55	56
PAFAH2 FP inh	14	-4	-14	4	-3	3	13	8
PAFAH1B2 inh	4	2	-5	0	2	1	11	2
PAFAH1B3 FP inh	11	5	-3	3	8	4	35*	2

#57 COc1ccc(CNC(=O)COC(=O)C2=Cc3ccccc3OC2)cc1
#58 CC(C)(C)OC(=O)N1CCC(C(=O)Nc2ccc(C(=O)N3CCCCC3)cc2)CC1
#59 CCOC(=O)C1CCNC(=O)C1=O (stereo not drawn)
#60 CC(Oc1ccccc1F)C(=O)NNC(=O)c1ccc(-n2cncn2)c([N+](=O)[O-])c1 (stereo not drawn)
#61 COc1ccc(CCC(=O)NNC(=O)Nc2ccc(C(C)C)cc2)cc1
#62 O=[N+]([O-])c1ccc2nc(NN=Cc3ccc(O)cc3)sc2c1
#63 c1coc(C2=NC(c3ccco3)C(c3ccco3)N2)c1 (stereo not drawn)
#64 COC1C(OC(=O)/C=C/C=C/C=C/C=C/C(=O)O)CCC2(CO2)C1C1(C)OC1CC=C(C)C (stereo not drawn) (tested in a mixture with another compound)
Compound	57	58	59	60	61	62	63	64
PAFAH2 FP inh	11	-1	-3	-3	1	-13	8	-8
PAFAH1B2 inh	3	4	8	4	7	2	0	3
PAFAH1B3 FP inh	14	17	8	2	-7	7	1	5

#65 Cc1ccc(NC(=O)CCCc2ccccc2)c([N+](=O)[O-])c1
#66 O=C(Cc1ccc(NC(=O)C2CCN(C(=O)C3CCC3)CC2)cc1)Nc1cccc(C(=O)N2CCCCC2)c1
#67 Cc1nn(C(=O)C(C)N2C(=O)c3ccccc3C2=O)c(C)c1Br (stereo not drawn)
#68 Cc1ccc(C(=O)N2CCC3CC2c2cc(-c4ccc5c(c4)OCO5)ccc23)cc1 (stereo not drawn)
#69 O=C(O)C(CCc1ccccc1)(Cc1ccccc1)C(=O)O
#70 CCOc1cc(NC(=O)c2ccccn2)c(OCC)cc1NC(=O)CC(C)C
#71 CC(=O)N/C(=C\c1ccccc1)C(=O)OCC(=O)Nc1cc(S(=O)(=O)N(C)C)ccc1Cl
#72 CCOc1ccc(NC(=O)c2cc(=O)[nH]c3ccccc23)cc1
Compound	65	66	67	68	69	70	71	72
PAFAH2 FP inh	1	2	0	5	-7	4	2	1
PAFAH1B2 inh	13	-3	1	-1	2	7	-3	-1
PAFAH1B3 FP inh	3	4	-4	2	8	5	5	-3

#73 CC(=O)OC1CCC2C3CCC4OC(=O)CCC4C3CCC12C (stereo not drawn)
#74 CCN(CC(=O)Nc1ccc(NC(C)=O)cc1)C(=O)c1cc([N+](=O)[O-])ccc1Sc1ccc(Cl)cc1
#75 O=c1oc(/C=C/c2ccccc2)nc2ccccc12
#76 CSc1ccccc1NC(=O)CN1C(=O)C2CC=CCC2C1=O (stereo not drawn)
#77 Cc1cc([N+](=O)[O-])ccc1NC(=O)c1csc(C)c1C
#78 CCCCN(C(=O)c1ccc(NC2CC2)c([N+](=O)[O-])c1)c1c(N)n(CCCC)c(=O)[nH]c1=O
#79 N/C(=N\OC(=O)Cc1ccc([N+](=O)[O-])cc1)c1ccccn1
#80 Cc1ccccc1N1CCN(C2CCCN(C(=O)c3cn4cccc(C)c4n3)C2)CC1 (stereo not drawn)
Compound	73	74	75	76	77	78	79	80
PAFAH2 FP inh	-9	-1	77*	-2	1	3	4	-1
PAFAH1B2 inh	3	1	2	2	-1	0	3	0
PAFAH1B3 FP inh	7	0	20	3	4	4	14	3

#81 CCC(C)C(N)C1=NC(C(=O)N[C@@H](CC(C)C)C(=O)N[C@H](CCC(=O)O)C(=O)N[C@H](C(=O)N[C@H]2CCCCNC(=O)[C@H](CC(N)=O)NC(=O)[C@@H](CC(=O)O)NC(=O)[C@H](Cc3cnc[nH]3)NC(=O)[C@@H](Cc3ccccc3)NC(=O)[C@H]([C@@H](C)CC)NC(=O)[C@@H](CCCN)NC2=O)[C@@H](C)CC)CS1 (stereo partly drawn)
#82 CSc1ccc(/C=C(\NC(=O)c2ccco2)C(=O)N2CCCCC2)cc1
#83 O=c1ccn([C@@H]2O[C@H](CNCc3ccc(-n4cccn4)cc3)[C@@H](O)[C@H]2O)c(=O)[nH]1
#84 C=C1c2nc3ccccc3n2C=C(c2ccc(C)cc2)N1c1ccccc1
#85 O=C1CCC(C(=O)N2CCCCO2)CN1Cc1cccc(C(F)(F)F)c1 (stereo not drawn)
#86 O=C(O)c1ccc(Cn2cnc3c(=O)[nH]cnc32)cc1
Compound	81	82	83	84	85	86
PAFAH2 FP inh	7	-3	-6	4	-5	5
PAFAH1B2 inh	5	3	2	3	2	1
PAFAH1B3 FP inh	7	8	7	4	6	2

Retrieved one by one from the list above:
#70 CCOc1cc(NC(=O)c2ccccn2)c(OCC)cc1NC(=O)CC(C)C
#27 COc1ccc(CN(C)C(=O)CSc2nnc(C3CC3)n2C2CC2)cc1
#52 CC1CCCN(C(=O)CN2C(=O)NC3(CCCCC3C)C2=O)C1 (stereo not drawn)
#1 Cc1ccc(-n2ncc3c(SCc4cccnc4)ncnc32)c(C)c1
#13 CN(C(=O)c1ccc(NC(=O)Cc2cccc(NC(=O)C3CCN(C(=O)C4CCC4)CC3)c2)cc1)C1CC1
Compound	70	27	52	1	13
PAFAH2 FP inh	4	-3	4	4	-1
PAFAH1B2 inh	7	-5	0	-2	4
PAFAH1B3 FP inh	5	-2	3	6	8
